# FEN1 inhibitor: inhibitors of human flap endonuclease 1; AID 588795; P39748; Potency, µM (doses to about 114 µM), for inactives: top-dose activity change, negative = inhibition, usual class: inhibitors; hit rate 0.35% among 390,000; Recombinant FEN1 flap cleavage, fluorescence, 15 min; also: nearly all actives have a fitted effect of over 65% in size
#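 Recombinant FEN1 (10 nM) was preincubated with pin-transferred compounds for 15 min at room temperature, then flap DNA substrate (50 nM final) was added. Plates were read at 0 and 15 min, and normalized concentration–response data were fitted to a four-parameter Hill equation.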
# GCN5L2 inh: GCN5L2 (KAT2A) acetyltransferase inhibition; Q92830; GCN5L2 HAT assay, ThioGlo1 CoA-SH fluorescence; Potency, µM (doses to about 58.9 µM), for inactives: at the highest dose activity change, negative = inhibition, actives largely listed as inhibitors; hit rate 0.21% among 390,000
# Target sequence (Q92830 whole entry, looked up): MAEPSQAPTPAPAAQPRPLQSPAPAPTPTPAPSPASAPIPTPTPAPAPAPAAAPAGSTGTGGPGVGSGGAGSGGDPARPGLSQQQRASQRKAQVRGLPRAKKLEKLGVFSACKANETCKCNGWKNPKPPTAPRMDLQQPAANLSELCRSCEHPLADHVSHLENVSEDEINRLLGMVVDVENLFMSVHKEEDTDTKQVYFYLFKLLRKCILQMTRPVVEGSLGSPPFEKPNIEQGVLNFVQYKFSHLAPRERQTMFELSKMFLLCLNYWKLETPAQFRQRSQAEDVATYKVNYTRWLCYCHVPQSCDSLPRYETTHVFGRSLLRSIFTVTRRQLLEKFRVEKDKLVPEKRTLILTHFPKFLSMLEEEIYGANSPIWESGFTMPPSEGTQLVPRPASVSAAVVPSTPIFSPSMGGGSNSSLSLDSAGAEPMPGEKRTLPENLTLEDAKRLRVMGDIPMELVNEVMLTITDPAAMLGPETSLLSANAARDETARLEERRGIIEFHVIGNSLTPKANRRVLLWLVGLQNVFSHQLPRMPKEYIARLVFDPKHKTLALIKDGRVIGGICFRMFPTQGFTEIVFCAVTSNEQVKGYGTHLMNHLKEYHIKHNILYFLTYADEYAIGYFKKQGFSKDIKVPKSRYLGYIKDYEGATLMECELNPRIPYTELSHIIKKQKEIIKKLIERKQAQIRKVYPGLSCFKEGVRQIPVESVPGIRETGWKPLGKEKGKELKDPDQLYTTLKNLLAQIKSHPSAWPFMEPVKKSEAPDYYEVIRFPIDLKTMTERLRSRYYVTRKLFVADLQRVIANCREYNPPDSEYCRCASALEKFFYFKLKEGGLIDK
#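 ThioGlo1-coupled HAT assay: 20nM GCN5L2, 70uM acetyl-CoA, 75uM H3(1-25) peptide, pH 7.5. Fluorescence read at 340/540nm at start and after 20 min at room temperature.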
# N370S GC: inhibitors or activators of N370S glucocerebrosidase for Gaucher disease; N370S GC spleen homogenate, 4MU-glucoside fluorescence; Potency, µM (doses to about 59.4 µM), without a hit: at the highest dose activity change, negative = inhibition, actives largely listed as inhibitors; hit rate 0.092% among 330,000; AID 2101;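 also: 0% = full enzyme activity and -100% = no enzyme basal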
# Starred values were filed as active, the others as inactive; ? = inconclusive; . = not tested or not shown; & = joins results of further samples. Calls follow the shape of the dose curve; as a rule, active = well fitted curve in the direction sought with a large enough effect; inconclusive = small, poorly fitted or top-dose-only effect, or another doubt; inactive = no such curve, though single readings can be large; an effect the other way counts as inactive or inconclusive. Unless noted, % is scaled to controls: 0 for no effect and ±100 for the full control effect; potency is read from the fitted curve at half-maximal effect.
SMILES,FEN1 inhibitor,GCN5L2 inh,N370S GC
CN1CCC(N(C)C(=O)c2cccc(S(=O)(=O)N3CCOCC3)c2)CC1,9%,2%,.
N/C(Cc1ccc([N+](=O)[O-])cc1)=N\OC(=O)COc1cccc2ccccc12,-26%,-25%,3%
O=C1N[C@@H](c2ccccc2)COC(=O)[C@H](Cc2ccc(F)cc2)CC/C=C/C[C@H]1CC(=O)N(CCO)Cc1ccccc1,0%,-7%,.
COC(=O)C1=C(C)N(CC2CC2)C(=NCCN2CCOCC2)N[C@H]1c1ccccc1,20%,-2%&1%,1%&-5%
COc1cc(/C=C2/C(=O)NN(c3ccc(C)c(Cl)c3)C2=O)cc([N+](=O)[O-])c1O,?,-22%,-2%
CCN1CCN(Cc2ccc(NC(=O)c3ccc(C)c(NC(=O)c4c[nH]c5cc(C(F)(F)F)ccc5c4=O)c3)cc2C(F)(F)F)CC1,8%,7%,?
CC(=O)CC1(O)C(=O)N(CN2CCN(c3ccccc3)CC2)c2ccccc21 (stereo not drawn),-11%,1%,-5%
CNc1ccc(Br)cc(C(=O)/C=C/c2ccc3c(c2)OCO3)c1=O,50µM*,0%,1%
CCOC(=O)CC1C(=O)NCCN1S(=O)(=O)c1ccccc1Cl (stereo not drawn),-6%,?,8%
Cc1cc(C)c(C(=O)/C=C/C=C/c2ccccc2)c(=O)[nH]1,-10%,-7%,-9%
CCc1ccc(-c2nc(CN3CCCC(C(=O)O)C3)c(C)o2)cc1 (stereo not drawn),18%,-1%,3%
CCCCn1nnnc1SCC(=O)N1CCN(C(=O)c2ccco2)CC1,-7%,-5%,2%
CC(=NNS(=O)(=O)c1cccc([N+](=O)[O-])c1)c1ccc(-n2ccnc2)cc1,0%,0%,.
O=C(c1cccc(Cl)c1)N1CCC(N2CCC(C(=O)N3CCOCC3)CC2)CC1,8%,-1%,0%
CCN(CC)S(=O)(=O)c1cccc(N2CC(O)=C(c3ccccc3)C2=N)c1,1%,-1%,3%

# The list goes on; it opens with the 4 that closed the last part.
SMILES,FEN1 inhibitor,GCN5L2 inh,N370S GC
CCCCn1nnnc1SCC(=O)N1CCN(C(=O)c2ccco2)CC1,-7%,-5%,2%
CC(=NNS(=O)(=O)c1cccc([N+](=O)[O-])c1)c1ccc(-n2ccnc2)cc1,0%,0%,.
O=C(c1cccc(Cl)c1)N1CCC(N2CCC(C(=O)N3CCOCC3)CC2)CC1,8%,-1%,0%
CCN(CC)S(=O)(=O)c1cccc(N2CC(O)=C(c3ccccc3)C2=N)c1,1%,-1%,3%
CCc1nonc1NC(=O)c1oc2ccc(C)cc2c1C,-6%&-3%,-4%&1%,-3%
COc1ccc(-n2nc(C(=O)NCC(=O)NC(C)C)c3ccccc3c2=O)c(OC)c1,0%,-23%,-9%
CC(C(=O)NCCc1ccc(Cl)cc1)n1c(=O)c2cccn2c2cccnc21 (stereo not drawn),16%,-3%,-7%
CCCCCCCCCC(=O)NNC(=O)c1c(O)c2ccccc2n(CCC)c1=O,3%,4%,7%
O=C1C(O)=C(O)C(=O)C(O)=C1O,.,-3%,14%
CCN(CC)CC(=O)Nc1ccc2c(c1)N(C(=O)CN(CC)CC)c1ccccc1CC2,-1%,-3%,3%
O=C(NC1CCCCCC1)C1c2ccccc2C(=O)N1Cc1ccco1 (stereo not drawn),-13%,-23%,12%
Cn1c(=O)c2c(nc(NCCO)n2C)n(C)c1=O,4%,3%,-2%
C#CC[N+]1(CC#Cc2cccc(C)c2)CCCCC1,4%,0%,-20%
CC(C)Nc1nc(-c2ccccn2)nc(-c2ccccc2)c1C#N,-1%,2%,-10%
CCN(CC)S(=O)(=O)c1ccc(C)c(NC(=O)CNCc2ccccc2OC)c1,-14%,-18%,-16%
Cc1ccc(C(=O)COC(=O)CNC(=O)c2ccc(Br)o2)cc1[N+](=O)[O-],0%,-2%,5%
COCc1cc(C)nc(SCC(=O)Nc2cc(C(F)(F)F)ccc2N2CCOCC2)c1C#N,-2%,-2%,-7%
Cn1c(CN2CCN(CCO)CC2)c(C#N)c2ccccc21,-11%,-3%,-3%
Cc1cccc(C)c1NC(=O)Cn1nc(C)c2sc3ccccc3c2c1=O,2%,-8%,.
Cn1c(=O)c(=O)n(C)c2cc(S(=O)(=O)N3CCc4ccccc43)ccc21,3%,0%,3%
Cc1cccc(C)c1NC(=O)CCS(=O)(=O)c1cccc2nsnc12,-1%,-5%,-8%
FC(F)(F)c1cccc(OCCN2CCN(Cc3ccccc3)CC2)c1,5%,1%,-4%
Cc1cc(C)n(-c2cccc(F)n2)n1,11%,-2%,5%
O=C(c1cccc(Oc2ccccc2)c1)N1CCOCC1,7%,-24%,2%
NCCCCCCCCCCN,.,-5%,1%
C=CCOc1ccccc1C(=O)/C=C1/C(=O)Nc2ccccc21,-17%,15%,24%
COc1ccc(C(=O)Nc2ccc(NC(=O)c3ccco3)c(Cl)c2)cc1OC,-2%,2%,-3%
C=CCNC(=O)c1ccccc1NS(=O)(=O)c1ccc(OC)c(C(=O)N2CCOCC2)c1,3%,-2%,-3%
COc1ccc(Nc2nc(N)c([N+](=O)[O-])c(NC3CCCCC3)n2)cc1,?,-6%,-16%
Cc1cc(CNC(=O)c2ccc(C)c([N+](=O)[O-])c2)c2ccccc2n1,3%,-7%,-2%
Nc1nonc1N/N=C/c1c(O)ccc2ccccc12,?,-14%,-4%
CN(C)CCC(O)c1ccccc1 (stereo not drawn),0%,-1%,1%
O=C(NCc1ccccc1)C(=O)Nc1c2c(nn1-c1ccc(F)cc1)CSC2,23%,-2%,.
CCc1ccc(CC2(O)CC(C)N(C)CC2C)cc1 (stereo not drawn),-4%,0%,-5%

# Some values from above.
# FEN1 inhibitor result of Cn1c(=O)c(=O)n(C)c2cc(S(=O)(=O)N3CCc4ccccc43)ccc21 = 3%
# GCN5L2 inh result of Cc1cc(C)n(-c2cccc(F)n2)n1 = -2%
# FEN1 inhibitor result of O=C(NCc1ccccc1)C(=O)Nc1c2c(nn1-c1ccc(F)cc1)CSC2 = 23%
# N370S GC result of CCc1ccc(CC2(O)CC(C)N(C)CC2C)cc1 (stereo not drawn) = -5%

# Additional compounds follow:
SMILES,FEN1 inhibitor,GCN5L2 inh,N370S GC
CCn1c(SCc2nc3ccccc3s2)nnc1-c1ccccc1,-10%,-1%,7%
CCCCn1c(=NC(=O)C(C)(C)Oc2ccc(Cl)cc2)c(C(=O)OCC)cc2c(=O)n3ccccc3nc21,2%,0%,.
CCOC(=O)c1ccc(NC(=S)Nc2cc(C)cc(C)n2)cc1,0%,8%,27%
CCOc1ccccc1N1CC(C(=O)Nc2cc(S(C)(=O)=O)ccc2Cl)CC1=O (stereo not drawn),-14%,5%,-4%
c1ccc2c(C[C@@H]3CNCCN3CCCCC3CCCCC3)cccc2c1,7%,0%,.
CCOc1cc(/C=C/C(=O)OCC(=O)NC2CCS(=O)(=O)C2)ccc1OCc1ccccc1 (stereo not drawn),-14%,-15%,-16%
Cc1c(C=O)c2ccccc2n1CC(=O)NCc1ccc2c(c1)OCO2,11%,1%,-3%
O=C(c1cccc(F)c1)N1CCC2(CC1)CN(c1ccc(-c3ccccc3)cc1)C2,.,-15%,13%
O=C(Nc1cccc(CCc2ccccn2)c1)c1ccc(Cl)cc1,.,-14%,-4%
Cc1cccc(-c2noc(-c3ccc(NCc4ccco4)c([N+](=O)[O-])c3)n2)c1,-7%,-4%,.
c1ccc(OCCN2CCOCC2)cc1,-3%,-2%,6%
c1cc2c3c(cccc3c1)C(N1CCCCCC1)=N2,4%,-3%,9%
COc1ccc(CNC(=O)COc2ccccc2C(=O)c2cnn(-c3ccccc3)c2)cc1OC,-26%,-3%,.
COC(=O)Cc1cc(=O)n(-c2nc3ccccc3[nH]2)[nH]1,4%,0%,3%
CC(C)CN(C(=O)COc1ccc([N+](=O)[O-])cc1)c1c(N)n(CC(C)C)c(=O)[nH]c1=O,2%,-8%,.
Cc1ccc(OCC(=O)OCc2cc(=O)n3nc(-c4cccs4)sc3n2)cc1C,-3%,-5%,.
Cc1ccc(CSc2ccc(-c3ccco3)nn2)cc1,6%,-6%,21%
N#CCCN(C(=O)COC(=O)c1ccc(S(=O)(=O)N2CCCC2)cc1)c1cccc(Cl)c1,-14%,-2%,.
O=C(N/N=C\c1ccc(Sc2ccccn2)o1)c1cccc(Br)c1,5%,-6%,-16%
O=C(O)CSCCCC(=O)Nc1ccc(Br)cc1,23%,0%,-12%
COC(=O)c1ccc2c(c1)N(Cc1ccc(Cl)cc1)C(=O)c1ccccc1S2,-19%,-3%,.
Cc1ccc(C)c(S(=O)(=O)NCc2ccc3c(c2)OCO3)c1,0%,-11%,0%
Cc1nc(-c2cccc(NC(=O)c3cccs3)c2)cs1,-10%,-7%,6%
COc1cc(-c2noc(-c3ccc(N4CCCC4)c([N+](=O)[O-])c3)n2)cc(OC)c1OC,13%,-3%,.
O=C(C(=O)N1CCN(c2ccccc2Cl)CC1)c1c[nH]c2ccccc12,-27%,-11%,-3%
c1ccc(-c2noc(C34CC5CC(CC(C5)C3)C4)n2)nc1,4%,0%,26%
CCOc1ccccc1NC(=O)COC(=O)C(CC)c1ccccc1 (stereo not drawn),4%,-7%,?
CNC(=O)c1ccc(NC(=O)c2cc(S(=O)(=O)N(C)C)ccc2N2CCCC2)cc1,18%,-5%,.
COCCn1c(=O)c(-c2cccs2)nc2cncnc21,.,-22%,5%
Cc1ccccc1C(=O)Nc1ccc(N2CCOCC2)nc1,6%,-15%,-4%
COC(C)(C)[C@H](O)COc1c2ccoc2cc2oc(=O)ccc12,-2%,-2%,8%
C=C1CCN(C(CC(C)C)C(=O)NN2CCOCC2)S(=O)(=O)c2ccccc21 (stereo not drawn),17%,.,2%
O=C(Oc1ccc(Br)cc1C(=S)N1CCCC1)c1ccccc1Cl,-8%,-9%,-1%
COc1ccccc1N(CC(=O)N1CCCC1)S(=O)(=O)c1ccc(C)cc1,2%,-3%,-4%
Cc1ccc2c(c1)N(C(=O)N1CCC(C(=O)NCc3ccccc3C)CC1)CC(C)O2 (stereo not drawn),0%,-5%,.
C=CCOC(=O)C1=C[C@@H](c2ccccc2)C[C@@H](OCc2ccc(CO)cc2)O1,-18%,-4%,21%
Cc1ccc(S(=O)(=O)N(C)C)cc1NC(=O)COC(=O)c1ccc2c(c1)OCO2,-1%,-6%,-10%
COc1cc(OC)cc(C(=O)N[C@@H](CCSC)c2nc3ccccc3[nH]2)c1,-1%,-1%,10%
COc1ccc(CN(C)C(=O)c2ccc(NC(=O)CC3SC(N4CCCC4)=NC3=O)cc2)c(OC)c1OC (stereo not drawn),-3%,4%,1%
CN(C(=O)c1ccc(NC(=O)Cc2ccc(NC(=O)C3CCCN(C(=O)C4CCCCC4)C3)cc2)cc1)C1CC1 (stereo not drawn),-3%,-1%,.
CCc1nn(CC(=O)N2CCN(c3ccc(OC)cc3)CC2)c(=O)c2cc3occc3n12,-15%,-2%,-6%
COC(=O)[C@@H]1[C@@H](C#N)C2(c3ccccc3-c3ccccc32)N(c2ccc(Cl)cc2)N1C#N,-2%,-16%,10%
COc1ccc(N2CCCn3c2nc2c3c(=O)n(Cc3ccccc3F)c(=O)n2C)cc1,.,2%,10%
COCCNc1ncnc2ccc(-c3ccccc3OC)cc12,.,-10%,-11%
CCn1c2ccccc2c2cc(NC(=O)C(C)C)ccc21,-5%,?,-3%

# Rewritten bar-delimited: part of the list above.
Molecule | FEN1 inhibitor | GCN5L2 inh | N370S GC
O=C(Nc1cccc(CCc2ccccn2)c1)c1ccc(Cl)cc1 | . | -14% | -4%
CCCCn1nnnc1SCC(=O)N1CCN(C(=O)c2ccco2)CC1 | -7% | -5% | 2%
Cc1cc(C)n(-c2cccc(F)n2)n1 | 11% | -2% | 5%
Cc1ccccc1C(=O)Nc1ccc(N2CCOCC2)nc1 | 6% | -15% | -4%

# Continuation.
SMILES,FEN1 inhibitor,GCN5L2 inh,N370S GC
CCn1c(C)nc2cc(C(=O)NNC(=S)Nc3ccccc3OC)ccc21,-15%,0%,-14%
COc1ccc(Cn2c(-c3ccco3)nc3oc4ccccc4c(=O)c3c2=O)cc1,4%,-3%,2%
CC(=O)Nc1nc(CCC(C)C)cc2c1c(=O)oc1ccccc12,2%,-3%,4%
CC(=O)Nc1ccc(NC(=O)C(F)(F)F)cc1,-3%,-1%,4%
C=C(C)Cn1c(SCCN2CCOCC2)nc2c1c(=O)[nH]c(=O)n2C,-2%,-10%,6%
C=CCOc1c(Br)cc(CNc2ccc3[nH]c(=O)[nH]c3c2)cc1OCC,7%,-12%,-6%
CCc1ccc(NC(=O)c2ccc(CN3C(=O)C(C)=C(c4ccc(C)cc4)S3(=O)=O)cc2)cc1,-6%,-3%,.
COc1ccc(-c2csc(N3CCOCC3)n2)cc1OC,-6%,-4%,0%
O=C(NCCC(=O)N1CCN(c2ccccc2O)CC1)c1ccc(Cl)cc1,4%,-2%,-4%
CCc1ccc(Nc2nnc(SCn3nnc4ccccc4c3=O)s2)cc1,-8%,0%,-2%
CCCCC1(C)OC(=O)C(=Cc2ccc(N(C)C)cc2)C(=O)O1 (stereo not drawn),-2%,?,3%

# Screening results as filed in PubChem BioAssay.
